mIDH1 inhibitor = human IDH1 R132H inhibition. actives 0.093% (n = 390,000). IDH1-R132H enzyme, NADPH consumption, diaphorase/resazurin fluorescence. Potency, µM (highest dose often 76.6 µM), for the others: at the top dose activity change, negative = inhibition, most hits filed as inhibitors; note: potency is the fitted concentration of half-maximal effect; % is set by controls: 0 for no effect and ±100 for the full control effect; nearly all actives have a fitted effect of over 65% in size
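IDH1-R132H (0.5 ug/mL) preincubated 30 min with compound, then NADPH (0.016 mM) and alpha-KG (2 mM) added; 80 min at RT, pH 7.5. Remaining NADPH coupled via diaphorase/resazurin to fluorescence (540/590 nm); concentration-response curves normalized to no-enzyme control.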
PI4K2A inh = inhibitors of human PI4K2A; Q9BTU6; purified PI4K2A, ADP-Glo luminescence, 1 h; stronger effect = lower value; activity change, negative = inhibition, % at 76.9 µM; actives 0.13% (n = 420,000); AID 1346378; in the data active = activity change below about -50%; inconclusive = mostly about -30% to -49%;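 note: -100% = wells without enzyme as full effect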
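ADP-Glo luminescence measured ADP generated by PI4K2A enzyme (4 ug/mL before mixing) with 1.2 mM PI substrate (pre-mix) and 300 microM ATP (pre-mix). Tris pH7.5 buffer with MgCl2, Triton X-100; 1 h reaction at ambient temperature.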
TrxR1 inh = rat TrxR1 inhibition; recombinant rTrxR1, NADPH fluorescence consumption, selenite substrate; Potency, µM (top dose mostly 114 µM), without a hit: at the top dose activity change, negative = inhibition, hits mostly inhibitors; AID 588453; actives 1% (n = 390,000); note: potency is the fitted concentration of half-maximal effect; % is set by controls: 0 for no effect and ±100 for the full control effect; nearly all actives have a fitted effect of over 65% in size
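Rat TrxR1 (90 nM in the dispensed reagent) was pre-reduced with 400 uM NADPH for 5 min at room temperature, then incubated with compound for 15 min. After 400 uM selenite was added, NADPH fluorescence (Ex 340/Em 450 nm) was followed for 8 min.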
D2 ag = agonists of human D2 dopamine receptor; P14416; HEK293 T-REx D2 cells, calcium flux agonist mode; activation, % at 2 µM; actives 0.53% (n = 340,000); AID 485358;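 active = activation over 3 SD above normal in the single-dose calcium agonist read, cut at about 30% in these data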; note: 0% is about no effect
Target sequence (P14416 whole entry, looked up): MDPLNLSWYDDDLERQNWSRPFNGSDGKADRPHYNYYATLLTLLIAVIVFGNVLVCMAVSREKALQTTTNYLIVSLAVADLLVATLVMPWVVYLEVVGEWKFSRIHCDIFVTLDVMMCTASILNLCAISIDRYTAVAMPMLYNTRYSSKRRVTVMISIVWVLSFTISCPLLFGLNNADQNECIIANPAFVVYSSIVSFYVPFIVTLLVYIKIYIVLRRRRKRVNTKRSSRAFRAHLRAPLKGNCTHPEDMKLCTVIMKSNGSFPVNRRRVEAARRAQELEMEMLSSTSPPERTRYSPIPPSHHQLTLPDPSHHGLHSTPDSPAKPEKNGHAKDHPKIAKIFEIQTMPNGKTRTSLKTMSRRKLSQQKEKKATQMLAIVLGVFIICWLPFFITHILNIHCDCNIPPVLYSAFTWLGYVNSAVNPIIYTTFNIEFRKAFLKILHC
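Agonism scored from kinetic calcium signal (1 read/sec, 180 s) following compound pin transfer, after a 10 s baseline. Cells: HEK293 Trex line expressing inducible D2 receptor coupled to calcium, dye-loaded after overnight culture at 30 C.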
TRHR PAM = allosterically enhances the human TRH receptor. actives 0.66% (n = 360,000). P34981. enhancement, % at 2 µM. TRHR cells, fluo-8 calcium fluorescence, EC20 TRH enhancement. AID 493056; in the data active = enhancement above about 30%; note: 0% is about no effect
Target sequence (P34981 whole entry, looked up): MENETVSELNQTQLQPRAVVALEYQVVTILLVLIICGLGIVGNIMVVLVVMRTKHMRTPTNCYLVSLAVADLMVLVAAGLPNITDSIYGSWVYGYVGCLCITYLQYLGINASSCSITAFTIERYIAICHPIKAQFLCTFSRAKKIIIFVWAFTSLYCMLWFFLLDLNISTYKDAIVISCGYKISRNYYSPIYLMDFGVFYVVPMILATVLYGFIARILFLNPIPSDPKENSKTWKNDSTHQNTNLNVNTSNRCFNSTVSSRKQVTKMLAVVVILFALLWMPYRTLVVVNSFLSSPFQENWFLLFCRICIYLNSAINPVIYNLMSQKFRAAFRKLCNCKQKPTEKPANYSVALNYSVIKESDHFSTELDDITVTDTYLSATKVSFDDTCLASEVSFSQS
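TRHR-expressing cells loaded with fluo-8 calcium dye were read kinetically (ex 480/em 530) during compound addition, then stimulated with an EC20 of TRH (10 nM final). Enhancement of the Gq-mediated intracellular calcium response was scored.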
D2 antagonist = D2 dopamine receptor (human) antagonism. HEK293 TREx D2 cells, calcium flux, dopamine EC80. inhibition, % at 10 µM. actives 2% (n = 340,000); in the data active = inhibition above about 30%; note: 0% is about no effect
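Calcium flux kinetic readout in an inducible HEK293 TREx D2 line plated overnight at 30 C. After 180 s compound exposure, an EC80 dopamine challenge follows with another 180 s kinetic read to detect antagonism.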
TRHR ag = agonists of human TRH receptor; AID 493084; activation, % at 2 µM; TRHR cells, calcium flux fluo-8, FDSS agonist mode; actives 0.18% (n = 360,000); in the data active = activation above about 30%; note: 0% is about no effect
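In this calcium-flux screen, cells bearing human TRHR are dye-loaded with fluo-8, baselined for 10 cycles, then exposed to library compounds; positive kinetic calcium responses during the agonist phase mark hits, with TRH as control.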
TrxR1 substrate = rat thioredoxin reductase 1 substrate activity. AID 588456. Potency, µM (top dose mostly 114 µM), for inactives: at the top dose activity change, negative = substrate turnover. actives 0.01% (n = 390,000). O89049. purified TrxR1 substrate turnover, NADPH consumption readout; note: potency is the fitted concentration of half-maximal effect; % is set by controls: 0 for no effect and ±100 for the full control effect; nearly all actives have a fitted effect of over 50% in size
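Rat TrxR1, dispensed at 90 nM, was prereduced with 400 uM NADPH (final) for 5 min at ~22 deg C, then incubated with compound 15 min before 400 uM selenite. A first-read NADPH fluorescence drop versus no-compound background flagged substrates.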
USP1 inh = blocks the human USP1/UAF1 deubiquitinase complex. recombinant USP1/UAF1, Ub-Rhodamine cleavage fluorescence. Potency, µM (top dose mostly 57.1 µM), for inactives: at the highest dose activity change, negative = inhibition, actives largely listed as inhibitors. actives 0.23% (n = 390,000). AID 743255; note: potency is the fitted concentration of half-maximal effect; % is set by controls: 0 for no effect and ±100 for the full control effect; nearly all actives have a fitted effect of over 60% in size; inactives centre near -12
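Step one: compound is pinned into 1nM USP1/UAF1 in HEPES pH 7.8 buffer with TCEP. Step two: 15 min room-temperature incubation. Step three: Ub-Rho (150nM final) starts cleavage, tracked by fluorescence over six one-minute reads.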
An asterisk follows results filed as active; ? = inconclusive; . = not tested or not shown; & = joins results of further samples; [ ] = dose if it differs, or a comment. Unless noted, calls come from the whole dose curve; as a rule, active = well fitted inhibition curve with a large enough effect; inconclusive = small, poorly fitted or top-dose-only effect; inactive = no such curve, though single readings can be large or run the other way.

SMILES	mIDH1 inhibitor	PI4K2A inh	TrxR1 inh	D2 ag	TRHR PAM	D2 antagonist	TRHR ag	TrxR1 substrate	USP1 inh
O=c1c2c3c(sc2nc2n1CCCCC2)CCCC3	3%	-5	-14%	-0.2	0	13	-0.2	-5%	-9%
CCCc1nc2ccccc2c(C(=O)OCC(=O)Nc2ccc(S(=O)(=O)N3CCOCC3)cc2)c1CC	8%	3	-1%	-0.5	-11	1	1.0	-7%	-22%
Cc1onc(-c2c(F)cccc2Cl)c1C(=O)O/N=C(\N)c1ccc([N+](=O)[O-])o1	9%	0	3%[57.1 µM]	-0.2	8	-12	-0.6	0%[57.1 µM]	-17%
Fc1ccc(-n2c(Cc3ccccc3)nnc2SCc2nc(-c3cccs3)no2)cc1	3%	-2	14%	-1.4	2	-2	-1.2	0%	5%
COc1ccc(OCCCCn2c(CO)nc3ccccc32)cc1	21%	-3	23%	0.7	-5	74*	0.3	6%	-22%
O=C(/C=C/c1cccs1)N1CCOCC1	6%	-4	-16%	0.3	3	-6	0.1	-12%	-20%
Cc1cccc(NC(=S)Nc2c(C)n(C)n(-c3ccccc3)c2=O)c1C	2%	-8	12%	0.9	3	-9	-0.3	0%	-11%
COC(=O)c1cc(-c2ccc(OC)cc2)on1	6%	1	3%	0.0	9	12	1.3	-6%	-11%
C=CCn1c(=N)c(C(=O)NCCCOC)cc2c(=O)n3ccccc3nc21	-3%	-5	-126%	.	7	.	-0.4	.	2%
O=C(NCCSCc1cccc(Cl)c1)C1CCN(S(=O)(=O)Cc2ccccc2)CC1	0%	1	20%	1.5	3	.	0.4	0%	-28%
O=C1c2[nH]nc(-c3ccccc3O)c2C(c2ccccc2F)N1Cc1ccncc1 (stereo not given)	1%	1	26%	0.5	2	.	-0.6	-2%	0%
CCOC(=O)CSC1=C(C#N)C(c2ccco2)C(C(=O)OCc2ccccc2)=C(C)N1 (stereo not given)	-4%	1	20%	.	-5	.	1.9	-4%	?
Oc1ccc(C[C@@H]2CNCCN2CC2(c3ccccc3)CC2)cc1	-8%	1	23%	2.1	0	-6	1.0	2%	-5%
O=C1C=C(N2CCN(C3=CC(=O)CCC3)CC2)CCC1	8%	-10	-20%	0.8	-3	4	0.7	-10%	-4%
COc1ccc(OCCC(=O)OCC(=O)Nc2cccc(S(=O)(=O)N3CCCCC3)c2)cc1	0%	8	-54%	.	.	.	.	-6%	-21%
Nc1nonc1-n1nnc(C(=O)N/N=C/c2ccoc2)c1CSc1ccc(Cl)cc1	-3%	-6	17%	-0.3	-13	21	-0.1	-5%	-17%
Cc1cc(=O)[nH]c(SCC(=O)c2c(N)n(C)c(=O)n(C)c2=O)n1	6%	5	16%[57.1 µM]	0.2	7	-6	0.1	6%[57.1 µM]	-7%
Cc1ccc(-c2ccc(/C=N/NC(=O)Cc3nnc(N)s3)o2)cc1Cl	2%	4	3%	0.3	9	-11	0.6	2%	-23%
CCN1CCN(CCOc2cccc(Cl)c2Cl)CC1	5%	3	2%	-2.8	15	-12	-4.6	-2%	-2%
C/C=C1\COC(C(=O)NCc2ccncc2)(C(F)(F)F)C=C1C=C1CCCCC1 (stereo not given)	13%	4	18µM*	.	.	.	.	-3%&-3%	-17%
O=C(CC1C(=O)CCCC1=O)c1ccccc1	2%	-11	4%[57.1 µM]	-0.2	3	-7	-0.4	6%[57.1 µM]	2%
O=C(COC(=O)CCCC1=NS(=O)(=O)c2ccccc2N1)Nc1ccc(Br)cc1	18%&3%	4&-7	6%	-1.8&0.4	0&-3	19	-0.5&-0.2	-6%	-7%&-11%
COc1ccc(OC)c(C(Nc2ccccc2)P(=O)(OC(C)C)OC(C)C)c1 (stereo not given)	4%	1	9%[57.1 µM]	-1.6	0	4	-0.5	-21%[57.1 µM]	3%
O=C(CCSc1ccc(Cl)cc1)NCc1ccccn1	3%	0	6%[57.1 µM]	-0.7	-7	16	-1.2	3%	-16%
Cc1ccc(CNC(=O)C(=O)NCC2OCCN2S(=O)(=O)c2ccc(Cl)cc2)cc1 (stereo not given)	1%	3	-1%	.	.	.	.	-5%	-19%
CC(C)CCn1c(SCC(=O)N2CC(=O)Nc3ccccc32)nc2scc(-c3cccs3)c2c1=O	2%	-22	7%	-0.4	0	-3	-0.5	-2%	-27%
Cc1cc(-c2nnc(SCC(=O)Nc3ccc(Cl)cn3)n2N)n[nH]1	0%	-7	0%	-0.5	-4	8	-0.3	-4%	-6%
CCC(C)[C@H]1COCCS(=O)(=O)N1Cc1ccccc1 (stereo not given in full)	21%	-2	10%	.	-2	.	-1.0	-7%[57.1 µM]	-21%
Cc1nc(C)c(C(=O)Nc2cccc(C)c2C)o1	17%	5	28%	2.0	0	-3	-0.1	3%	-14%
O=C(N/N=C1/CCSC1)c1cc(Br)ccc1O	11%	0	6%[57.1 µM]	4.3	2	5	0.6	19%	-7%

4 of these compounds, set out differently:
mol,mIDH1 inhibitor,PI4K2A inh,TrxR1 inh,D2 ag,TRHR PAM,D2 antagonist,TRHR ag,TrxR1 substrate,USP1 inh
Cc1cc(=O)[nH]c(SCC(=O)c2c(N)n(C)c(=O)n(C)c2=O)n1,6%,5,16%[57.1 µM],0.2,7,-6,0.1,6%[57.1 µM],-7%
CCN1CCN(CCOc2cccc(Cl)c2Cl)CC1,5%,3,2%,-2.8,15,-12,-4.6,-2%,-2%
O=C(N/N=C1/CCSC1)c1cc(Br)ccc1O,11%,0,6%[57.1 µM],4.3,2,5,0.6,19%,-7%
O=C1C=C(N2CCN(C3=CC(=O)CCC3)CC2)CCC1,8%,-10,-20%,0.8,-3,4,0.7,-10%,-4%

Carrying on:
SMILES	mIDH1 inhibitor	PI4K2A inh	TrxR1 inh	D2 ag	TRHR PAM	D2 antagonist	TRHR ag	TrxR1 substrate	USP1 inh
CSc1ccccc1-c1nnc(-c2ccc(Cl)cc2Cl)o1	3%	-1	-6%	-0.2	-5	-18	-0.4	-1%	-3%
CCOc1ccc(S(=O)(=O)NC(C)C(=O)NCc2ccncc2)cc1 (stereo not given)	4%	6	7%	-0.2	-2	1	-0.1	0%	?
COc1ccc(C2(C)NC(=O)N(CC(=O)NCc3ccccc3F)C2=O)cc1 (stereo not given)	-2%	-1	8%[57.1 µM]	.	3	.	-1.1	0%[57.1 µM]	-18%
O=C(COC(=O)/C(=C/c1cccs1)c1cccs1)NC(c1ccccc1)c1ccccc1	-3%	-7	-7%	0.6	-7	-5	0.3	-10%	-20%
Cc1cccc(C)c1NC(=O)CSc1nnc([C@@H]2CCCN2C(=O)OC(C)(C)C)o1	10%	-2	-10%	6.4	-2	-16	0.5	-6%	-9%
CC(=O)/C=C/c1ccc(C)o1	3%	1	?	-0.5	10	1	-0.2	-2%	-15%
CCN(CC(=O)NCc1cccs1)C(=O)c1ccc(S(=O)(=O)Nc2ccccc2)cc1	2%	-5	25%	0.3	-2	-8	0.0	8%	-5%
CCc1nn(C(C)C(=O)N2CCN(c3cccc(C(F)(F)F)c3)CC2)c(=O)c2cc3occc3n12 (stereo not given)	0%	-5	3%	1.3	-7	.	-0.4	0%	-17%
CC(C)(C)OC(=O)[C@H](Cc1ccccc1)NC(=O)c1nc[nH]c1C(=O)N[C@@H](Cc1ccccc1)C(=O)OC(C)(C)C	1%[38.3 µM]	0	15%	0.8	-3	-18	0.9	-12%	-19%
CCc1ccc(NC(=O)N(CCOC)C2CCN(C(C)=O)CC2)cc1	-2%	4	14%	0.1	3	11	1.2	6%	-4%
CCCSc1ccc([C@@H]2[C@H]3C(=O)N(C)C(=O)[C@H]3[C@]3(C(=O)OC)CCCN23)cc1OC	9%	-7	21%[57.1 µM]	.	.	.	.	-4%[57.1 µM]	-25%
CC(C(=O)N1CCN(C(=O)c2ccco2)CC1)n1sc2ccccc2c1=O (stereo not given)	-3%	7	?	-0.9	-2	-6	-0.3	0%	-20%
O=C(NCc1ccco1)c1cc(-c2cccs2)on1	3%	1	-4%	-1.6	17	16	0.1	7%	-12%
CCCN1CCC(=O)N([C@H](CO)c2ccccc2)CC1	-6%	2	21%&1%	0.3	-2	10	0.0	7%&-3%	-14%
CC1CCCCC1NC(=O)COc1cccnc1[N+](=O)[O-] (stereo not given)	-2%	0	-6%	.	.	.	.	-11%	-10%

Not a retest: 2 of the compounds above.
SMILES	mIDH1 inhibitor	PI4K2A inh	TrxR1 inh	D2 ag	TRHR PAM	D2 antagonist	TRHR ag	TrxR1 substrate	USP1 inh
CCCN1CCC(=O)N([C@H](CO)c2ccccc2)CC1	-6%	2	21%&1%	0.3	-2	10	0.0	7%&-3%	-14%
CC1CCCCC1NC(=O)COc1cccnc1[N+](=O)[O-] (stereo not given)	-2%	0	-6%	.	.	.	.	-11%	-10%
